MT stabilizer: microtubule stabilizers in HeLa cells, primary screen, imaging, high-content imaging. HeLa tubulin immunostaining HCS, 24 h; share of cells brighter than vehicle mean+2SD. % tubulin-high responders, % at 10 µM. 0.83% of 200,000 active;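 active = plate Z-score above 3 for both tubulin-high and condensed-nucleus cell shares, with cell loss under 80%, at 10 µM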;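 note: anti alpha tubulin signal scored within the nucleus-defined area of each cell; some results filed as inactive read as strong as hits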
Autophagy mod: autophagy modulators in MEF cells, primary screen, imaging, high-content, MEF GFP-LC3 | MEF GFP-LC3 puncta imaging; test concentration mostly 10 µM | calls only at 10 µM (by protocol) | 0.98% of 190,000 active | AID 463193, 2010;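 active = percentage of spot-positive cells more than 3 SD above its plate mean, without a fluorescence outlier flag or 80% toxicity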;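 note: spot-positive cell cutoff set from DMSO-treated cells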
Insulin prom up: insulin promoter activators in MIN6 cells, imaging, high-content screening, mouse beta cells. z-score at 5 µM. AID 1625, 2009. 0.3% of 190,000 active. MIN6 insulin promoter-GFP reporter; stronger effect = higher value;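 active = z-score above 3 at 5 µM with at least 500 cells counted in the well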
CSM14.1 death rescue: rescue of cells from ER stress-induced death, primary screen, 384-well, CSM14.1, thapsigargin, ATP luminescence (AID 1222); CSM14.1 thapsigargin-induced death rescue, ATP luminescence; higher % means a stronger effect; cellular ATP content (survival), % at 20 µM, or EC50 in µM where a hit was titrated; 190,000 tested, under 10 active;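 active = EC50 below 50 µM in the dose-response confirmation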;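 note: death triggered by thapsigargin at about 15 µM added after 2 h compound pretreatment; cell ATP read after overnight thapsigargin exposure of roughly 18 to 22 hours; normalized against plate controls of thapsigargin alone and 5% DMSO vehicle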
Lipid droplet: inhibitors of hepatocyte lipid droplet formation, primary screen, imaging, high-throughput imaging, BODIPY stain | AML12 mouse hepatocytes, oleate lipid droplets | inhibition, % at 6.5 µM | 0.4% of 240,000 active;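 active = lipid droplet intensity inhibited by at least 50%, with more than 500 cells counted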
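Assay system: AML12 hepatocytes (mouse) / Also added: 100 µM oleic acid challenge / Times: overnight treatment with compound plus oleate / Detection: high-content imaging of BODIPY-stained droplets and DAPI nuclei / Evaluation: % inhibition of lipid droplet signal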
WT yeast gro inh: growth inhibition of WT strain, primary screen, mitochondrial fusion inhibitor project, WT and mutant strains, chemical genetic. mitochondrial fusion phenotypic screen. inhibition, % at 10 µM. 2.1% of 190,000 active. AID 1362, 2008; in the data active = inhibition above about 58%; tested in S. cerevisiae
bCat nuc transl: modulators of beta-catenin nuclear translocation, primary screen, imaging, HeLa cells, immunofluorescence, high-content; nuclear translocation activity, % at 5 µM; 0.3% of 190,000 active;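 active = nuclear translocation activity above 50% at 5 µM, with a well cell count of 50 or more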;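 note: per-cell ratio of nuclear to cytoplasmic median beta-catenin stain intensity; plate controls were DMSO negative control for no effect and GSK-3 inhibitor IX positive control for full effect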
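System: Human HeLa cells, endogenous beta-catenin | Compound dosing: 5 µM primary, 0.02–20 µM confirmation | Timing: 24 h compound exposure at 37°C, 5% CO2 | Measured by: Fluorescence imaging of beta-catenin antibody stain plus DAPI | Read-out basis: % activation of per-cell nuclear versus cytoplasmic median beta-catenin signal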
XIAP displacement: XIAP antagonists, biochemical, IAP family, fluorescence polarization (AID 1018); XIAP BIR domain, fluorescence polarization peptide displacement; higher % means a stronger effect; displacement, % at 20 µM; hits with a dose series show IC50 in µM; 0.007% of 200,000 active; in the data active = displacement above about 50%; note: a part of the inactive calls stands beside numbers as strong as those of hits
Dynein transport: inhibitors of GR-EGFP nuclear translocation, primary screen, dynein cargo transport inhibitor project, imaging, high-content, 3617.4 mouse cells. 0.47% of 220,000 active. test concentration mostly 20 µM; stimulated with dexamethasone, 1 µM; stronger effect = lower value. AID 1381, 2008. z-score, hits read low;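 active = plate z-score of nuclear minus cytoplasmic receptor signal below a set negative limit, without overly bright fluorescence or cell loss, cut at about -3.5 in these data, passing the limit was not always enough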;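 note: z-score of nuclear minus cytoplasmic ring GR-EGFP intensity difference per well; some compounds called inactive have numbers as strong as hits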
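Also added: dexamethasone, 1.0 µM final. Medium: tet-free, stripped-serum medium. Detection: fixed, Hoechst-stained cells imaged at 10x for EGFP. Read-out: nuclear-to-cytoplasmic GR-EGFP distribution per well. Times: induction 48 h, compound 1 h, agonist 30 min.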
WT yeast gro inh mutant strain: second read-out of WT yeast gro inh, no call of its own (marks repeat the call); inhibition, %; mitochondrial fusion phenotypic screen, mutant strain inhibition
Dynein transport cytoplasmic EGFP: recorded beside Dynein transport, whose call it bears; z-score; measured here: cytoplasmic GR-EGFP intensity; stronger effect = higher value
Dynein transport nuclear GR-EGFP: second read-out of Dynein transport, no call of its own (marks repeat the call); z-score; measured here: nuclear GR-EGFP intensity;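 lower value marks the stronger effect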
Dynein transport cell count: recorded beside Dynein transport, whose call it bears; z-score; measured here: cell count per field
Insulin prom up cell count: second read-out of Insulin prom up, no call of its own (marks repeat the call); cell count; measured here: cytotoxicity, nuclei count;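 total cells summed across four imaged fields per well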
Lipid droplet cells 6.5 µM: further read-out of Lipid droplet, marked with its call; cell count; measured here: cell count, cytotoxicity flag;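 cells counted across two imaged fields per well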
bCat nuc transl cell count 5 µM: also measured in bCat nuc transl; calls as there; cell count; measured here: cell count, cytotoxicity flag
MT stabilizer Hoechst-high %: recorded beside MT stabilizer, whose call it bears; % Hoechst-high responders; measured here: nuclear condensation Hoechst responders;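 share of cells brighter than vehicle mean plus two SD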
MT stabilizer cytotoxicity %: also measured in MT stabilizer; calls as there; toxicity, %; measured here: cytotoxicity by cell density;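 0% = mean cell density of plate MIN control wells and 100% = no cells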
Autophagy mod cell loss 18 h: also measured in Autophagy mod; calls as there; toxicity, %; measured here: cell loss, nuclei count;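 cell loss after 18 h compound exposure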
The depositor's hits bear a star; i = inactive; . = not tested or not shown.

Molecule	MT stabilizer	MT stabilizer Hoechst-high %	MT stabilizer cytotoxicity %	Autophagy mod	Autophagy mod cell loss 18 h	Insulin prom up	Insulin prom up cell count	CSM14.1 death rescue	Lipid droplet	Lipid droplet cells 6.5 µM	WT yeast gro inh	WT yeast gro inh mutant strain	bCat nuc transl	bCat nuc transl cell count 5 µM	XIAP displacement	Dynein transport	Dynein transport cytoplasmic EGFP	Dynein transport nuclear GR-EGFP	Dynein transport cell count
O=C1CCCC(O)=C1C1NCCc2ccccc21 (stereo not drawn)	1.9	1.8	8.4	i	4.7	-0.5	934	-0.7%	13.2	818	-12.6	-20.1	.	.	-1.6%	-0.705	-0.166	-0.528	0.89
C=CCn1c(N)c(-c2nc3ccccc3n2C)sc1=S	0.8	2.0	7.0	i	-1.5	-0.77	1239	-0.2%	1.0	766	9.1	17.8	1.6	1010	-0.5%	-0.501	0.934	-0.108	0.841
O=C(Nc1cccc(-c2cn3ccccc3n2)c1)c1cc2ccccc2oc1=O	13.5	7.3	37.7	i	-19.8	-0.4	1853	-2.5%	22.4	646	15.2	12.5	-2.3	1120	-2.5%	0.243	-0.188	-0.178	-0.0735
CC1CC1C(=O)Nc1nc(-c2cccs2)c(-c2cccs2)s1 (stereo not drawn)	2.6	2.0	14.9	i	14.4	-0.39	1107	-0.7%	8.3	650	76.2*	33.5*	-1.0	973	-2.0%	-0.647	-0.249	0.193	0.728
Cc1ccc(S(=O)(=O)NCCc2ccccc2)cc1	2.3	2.2	7.8	i	-0.3	.	.	0.9%	8.7	767	-18.4	-25.3	-15.8	1247	-3.9%	-0.481	-0.288	-0.444	0.607
O=C(Nc1ncn[nH]1)c1cc(S(=O)(=O)Nc2cccc(C(F)(F)F)c2)ccc1Cl	2.9	2.0	1.3	i	6.5	0.27	1568	-0.7%	23.6	691	0.8	10.8	-3.3	1085	-11.2%	-0.287	0.0663	0.0788	0.407
CCOC(=O)c1c(C)[nH]c(C(=O)CN2CCOCC2)c1C	5.0	1.8	11.8	i	-5.6	0.26	1936	1.1%	-0.8	637	-15.0	-22.0	-1.9	996	-2.7%	-0.42	-0.19	0.0184	0.0572
COc1ccc2oc(N)c(C=O)c(=O)c2c1	.	.	.	.	.	-0.14	1371	.	-2.6	666	.	.	-3.7	1161	.	-0.0876	0.177	0.0614	0.12
Cc1ccc(N/C(CSC(N)=O)=N/S(=O)(=O)c2ccccc2)cc1	1.9	1.9	8.5	i	1.2	0.17	969	-2.1%	2.2	792	-9.6	-21.4	0.6	1205	-2.2%	-0.674	-0.165	-0.213	0.873
CCOc1ccc(CC(=O)N2N=C(C)CC2(O)C(F)(F)F)cc1 (stereo not drawn)	4.6	2.5	5.4	i	-0.1	0.62	1179	-2.0%	-17.6	625	-14.9	-16.6	-0.9	547	-2.5%	0.665	-0.259	1.17	-0.344
Cc1ccccc1NC(c1cccc(Cl)c1)c1nnnn1C1CCCCC1 (stereo not drawn)	3.7	2.5	5.6	i	-6.1	-0.19	1330	-1.0%	0.9	690	13.5	14.5	.	.	-3.7%	-0.755	-0.323	-0.686	0.53
CNC(=S)N1CCc2cc(OC)c(OC)cc2C1COc1ccc(OC)cc1 (stereo not drawn)	2.7	1.7	4.0	i	5.6	-0.11	1237	-0.2%	12.6	671	-1.1	-3.1	0.4	1091	-2.3%	2.08	-0.253	0.911	-1.38
COc1cc2c(cc1OC)CN(C(=S)Nc1ccc(Cl)cc1)CC2	.	.	.	.	.	-0.31	1193	.	-14.7	744	.	.	1.6	1292	.	-0.394	0.0448	-0.0231	-0.113
CC(C)NC(=O)C(=O)NNC(=O)CCc1ccccc1	1.6	2.3	3.2	i	-0.4	0.44	1664	-0.6%	8.7	748	-17.3	2.0	-0.9	869	0.6%	0.0928	-0.365	0.297	0.506
NC(=O)c1ccccc1NS(=O)(=O)c1ccccc1	1.4	0.8	1.1	i	-6.9	0.36	871	-1.4%	-0.9	776	-36.1	-19.5	0.6	986	-6.2%	-0.165	0.458	0.429	0.0339
Cc1ccc(S(=O)(=O)NCC2CCC(C(=O)NCCCN3CCOCC3)CC2)cc1 (stereo not drawn)	2.7	2.1	4.3	i	-2.9	-0.53	1278	6.4%	-2.2	738	-4.5	-3.6	-1.4	1061	-1.4%	0.137	0.245	0.88	-0.96
CC1(c2ccc3c(c2)OCO3)NC(=O)N(CC(=O)Nc2ccc(N3CCOCC3)cc2)C1=O (stereo not drawn)	3.2	2.6	13.5	i	-53.9	0.02	925	-2.7%	-2.6	665	-29.0	-10.6	-8.8	1187	17.2%	-0.0432	-0.264	0.0339	0.188
O=C1CC(C(=O)Nc2cc(Cl)ccc2Cl)n2ncnc2N1 (stereo not drawn)	1.8	2.1	5.7	i	-7.7	0.83	1637	0.3%	-4.5	685	-0.5	-5.6	0.7	964	-4.5%	1.47	-0.166	1.21	-1.39
C=CCn1c(SC(C)C(=O)NCc2ccc3c(c2)OCO3)nc2scc(-c3ccccc3)c2c1=O (stereo not drawn)	2.1	1.6	9.6	i	31.4	-0.75	1545	-0.6%	.	.	29.0	21.9	-2.8	1373	-2.5%	0.282	-0.222	1.05	-0.299
O=C(NNc1ccccc1F)C1CCC1	.	.	.	.	.	0.52	1382	.	17.5	723	.	.	0.2	1306	.	1.05	-0.276	0.192	-0.589
O=C(NCc1nc(-c2ccccc2)no1)Nc1ccc(F)cc1	3.0	2.8	7.5	i	10.5	-0.03	1570	-2.2%	12.1	691	18.6	7.9	-0.8	1011	-11.3%	0.0757	-0.301	0.715	-0.277
COc1cc(/C=C(\C#N)c2nnc(N3CCOCC3)n2-c2ccccc2)ccc1O	3.7	3.1	9.1	i	9.4	0.25	1495	-1.7%	-4.2	702	-2.7	1.4	0.5	1057	-3.0%	-0.398	-0.246	-0.364	0.231
Cc1ccnc(N2CCC(C(=O)Nc3ccc4c(c3)OCCO4)CC2)n1	2.0	1.1	7.2	i	0.6	0.08	1430	-1.9%	-7.6	709	-22.9	-18.4	0.6	966	-3.3%	-0.0639	-0.116	0.484	-0.105
O=C(Nc1cc(Sc2ccccn2)cc([N+](=O)[O-])c1)c1cccc(Cl)c1	2.4	2.8	2.9	i	10.5	-1.36	1465	-1.8%	-8.2	720	44.1	-1.6	0.8	988	-7.9%	0.195	-0.237	0.0819	1.1
CCNC(=O)O/N=C(\C)c1sc(-c2ccccc2)nc1C	1.2	1.6	10.2	i	23.2	1.37	1336	4.4%	.	.	15.1	-3.9	0.4	1442	3.0%	.	.	.	.
Cn1nnnc1SCC(=O)NCc1cc([N+](=O)[O-])ccc1O	3.5	1.1	12.3	i	0.5	0.25	1155	-0.2%	8.4	661	5.4	-5.5	-1.5	1141	-1.3%	-1.05	-0.313	-0.723	0.347
CN(C)c1ccc(NC(=O)CSc2nc3ccccc3c(=O)n2C2CCCCC2)cc1	2.9	2.7	9.9	i	-53.4	-0.48	927	-0.5%	.	.	8.7	-19.2	-3.3	859	-12.7%	-1.09	-0.396	-0.272	0.67
Cc1cccc2cc(C#N)c(NCCNS(=O)(=O)c3ccc4c(c3)OCCO4)nc12	4.6	3.9	11.3	i	-4.9	0.64	1172	17.3%	.	.	-6.5	3.6	1.0	1140	-2.6%	-0.377	-0.176	0.0367	0.464

An excerpt from above in order of SMILES length, lowest first:
Molecule	MT stabilizer	MT stabilizer Hoechst-high %	MT stabilizer cytotoxicity %	Autophagy mod	Autophagy mod cell loss 18 h	Insulin prom up	Insulin prom up cell count	CSM14.1 death rescue	Lipid droplet	Lipid droplet cells 6.5 µM	WT yeast gro inh	WT yeast gro inh mutant strain	bCat nuc transl	bCat nuc transl cell count 5 µM	XIAP displacement	Dynein transport	Dynein transport cytoplasmic EGFP	Dynein transport nuclear GR-EGFP	Dynein transport cell count
O=C1CCCC(O)=C1C1NCCc2ccccc21 (stereo not drawn)	1.9	1.8	8.4	i	4.7	-0.5	934	-0.7%	13.2	818	-12.6	-20.1	.	.	-1.6%	-0.705	-0.166	-0.528	0.89
CCNC(=O)O/N=C(\C)c1sc(-c2ccccc2)nc1C	1.2	1.6	10.2	i	23.2	1.37	1336	4.4%	.	.	15.1	-3.9	0.4	1442	3.0%	.	.	.	.
Cc1ccnc(N2CCC(C(=O)Nc3ccc4c(c3)OCCO4)CC2)n1	2.0	1.1	7.2	i	0.6	0.08	1430	-1.9%	-7.6	709	-22.9	-18.4	0.6	966	-3.3%	-0.0639	-0.116	0.484	-0.105

Assay outcomes deposited in PubChem by several laboratories.
